SENP7 inh = blocks the human protease SENP7; recombinant SENP7, Z-RLRGG-aminoluciferin luminescence, 40 min; inhibition, % at 5 µM; 330,000 compounds, 1.5% hits;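 active = inhibition above about 50% at the single test dose, limit read from the data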;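 note: plate controls were DMSO with enzyme for no effect and no enzyme buffer wells for full effect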
Apaf1 inhib = human Apaf-1 inhibition. O14727. reconstituted apoptosome caspase-3 activity, DEVD-Rh110 fluorescence. inhibition, % at 20 µM. 330,000 compounds, 0.71% hits. AID 489030; active = inhibition of at least 40% at 20 µM;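 note: plate controls were DMSO wells for no effect and DEVD-CHO caspase inhibitor wells for full effect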
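Material: reconstituted apoptosome with Apaf-1, cytochrome c, caspase-9, procaspase-3, dATP / Buffer or medium: pH 7.5 Hepes buffer with CHAPS, BSA, DTT / Also added: cytochrome c with DEVD-Rh110 / Schedule: compound with Apaf-1, dATP, procaspase-3 30 min, then 50 min reaction, room temperature / Technique: rhodamine 110 fluorescence at Ex 480/Em 540 nm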
SENP1 inh = SENP1 (human) catalytic domain inhibition. recombinant SENP1 catalytic domain, CyPet-SUMO1-YPet FRET cleavage. Q9P0U3. AID 624204. inhibition, % at 10 µM. 360,000 compounds, 0.21% hits;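 active = inhibition at least 30% at 10 µM, raw YFP signal under a set limit, fluorescence ratio 0.5 to 1.5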;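 note: 0% = enzyme with DMSO and 100% = no enzyme wells; some results filed as inactive read as strong as hits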
Target sequence (Q9P0U3 419-644 limits assumed): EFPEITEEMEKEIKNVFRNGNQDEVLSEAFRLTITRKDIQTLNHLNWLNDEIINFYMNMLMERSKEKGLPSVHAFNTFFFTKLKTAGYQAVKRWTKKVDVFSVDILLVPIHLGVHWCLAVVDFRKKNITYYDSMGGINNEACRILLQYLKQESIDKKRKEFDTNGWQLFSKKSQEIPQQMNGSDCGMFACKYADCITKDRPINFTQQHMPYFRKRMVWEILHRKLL
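Test system: recombinant human SENP1 catalytic domain, His6-tagged / Medium: pH 8 Tris buffer with EDTA, NaCl, BME, BSA, NP40, catalase / Also added: SUMO1 FRET substrate flanked by Cypet and Ypet, 25 nM / Times: 50 min reaction at room temperature / Signal: FRET, CFP and YFP emission / Control set: no-enzyme low control and enzyme-plus-DMSO high control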
HKDC1 inhibitor = blocks human hexokinase HKDC1 activity; Q2TB90; recombinant HKDC1, G6PDH/diaphorase resazurin coupled fluorescence; inhibition, % at 20 µM; 340,000 compounds, 0.16% hits;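 active = inhibition above about 35% when tested at 20 µM, limit read from the data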;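 note: plate controls were DMSO wells with enzyme for no effect and DMSO wells lacking enzyme for full effect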
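Test system: Recombinant HKDC1 (HK5) hexokinase enzyme, produced in-house | Input: HKDC1 at 5 µg/mL | Buffer or medium: Tris pH 8.0 buffer with MgCl2, Tween-20, BSA, BME | Schedule: 90 min reaction incubation at room temperature, dark | Technique: Resazurin-to-resorufin fluorescence via G6PDH and diaphorase coupling, 525/613 nm | Controls: DMSO wells with and without enzyme mix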
SENP8 block-1 = blocks human SENP8 cleavage of Nedd8 substrate | inhibition, % at 20 µM | AID 602440 | 360,000 compounds, 0.64% hits | Q96LD8 | recombinant SENP8, Nedd8 substrate fluorescence; in the data active = inhibition mostly above about 40%, no sharp cut-off; inactive = mostly below about 27%
Target sequence (Q96LD8 whole entry, looked up): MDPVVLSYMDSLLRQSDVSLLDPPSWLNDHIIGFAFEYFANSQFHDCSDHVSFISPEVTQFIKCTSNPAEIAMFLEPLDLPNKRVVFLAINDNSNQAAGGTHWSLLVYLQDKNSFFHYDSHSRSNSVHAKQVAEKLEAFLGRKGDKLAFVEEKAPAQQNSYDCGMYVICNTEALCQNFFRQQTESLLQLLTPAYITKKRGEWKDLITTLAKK
SENP8 block-2 = blocks the human protease SENP8. purified SENP8, Z-RLRGG-aminoluciferin cleavage, luminescence. inhibition, % at 10 µM. Q96LD8. AID 2540. 330,000 compounds, 1.2% hits; in the data active = inhibition above about 50%
PfG6PD inh = PfG6PD (Plasmodium falciparum) enzyme inhibition; 350,000 compounds, 0.78% hits; inhibition, % at 20 µM; PfGluPho enzyme, NADPH resazurin-diaphorase fluorescence;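 active = inhibition reaching at least a set limit at 20 µM in the primary screen, cut at about 59% in these data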;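 note: 0% = DMSO wells with substrate and 100% = DMSO wells lacking glucose-6-phosphate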
SENP6 inh = inhibitors of human SENP6 protease | Q9GZR1 | Recombinant SENP6 catalytic domain, aminoluciferin luminescence | inhibition, % at 10 µM | 330,000 compounds, 1.8% hits;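 active = inhibition above about 50% at the single tested dose, limit read from the data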;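 note: plate controls were DMSO wells with enzyme for no effect and DMSO wells lacking enzyme for full effect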
NLRP3 yeast inh = NALP3 inhibition in yeast. 330,000 compounds, 0.39% hits. Yeast reconstituted NLRP3/ASC/caspase-1, beta-gal luminescence, 24 h. inhibition, % at 10 µM. AID 2825;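 active = inhibition of 50% or more; inactive = inhibition below 50%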;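 note: plate controls were induced DMSO wells for no effect and uninduced yeast grown without galactose for full effect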
* hit, by the source's call; nt = no result given. Rows were taken by chance; about 4.1% have a hit in one of these screens.

SMILES	SENP7 inh	Apaf1 inhib	SENP1 inh	HKDC1 inhibitor	SENP8 block-1	SENP8 block-2	PfG6PD inh	SENP6 inh	NLRP3 yeast inh
O=C(c1ccco1)N1CCN(C(=O)C2CC(c3ccc(F)cc3)=NO2)CC1 (stereo not drawn)	-8	3	-1	2	11	1	-1	-5	10
C/C(=N\NC(=O)c1c(Cl)cnn1C)c1cccc(NC(=O)COc2ccccc2)c1	-9	23	4	1	10	-7	-5	-13	19
CN1C(=O)N(CC(=O)N2CCN(S(=O)(=O)Cc3ccccc3)CC2)C(=O)C12CCCCC2	-26	0	-2	-8	6	0	6	-7	16
CSc1ccc(CC(=O)N2CCC(n3nccc3NC(=O)C3CC3)CC2)cc1	0	6	0	-4	4	-2	-2	12	6
O=C(CCNc1cccc(C(F)(F)F)c1)c1ccco1	-9	-4	-7	-3	-15	-14	13	-17	-7
O=C(CSc1nncn1-c1ccccc1)NC1CCCCC1	-1	-6	0	1	13	2	-9	-14	6
CCOc1ccccc1C(=O)NC(C(=O)N(C)Cc1ccc2c(c1)OCO2)C(C)C (stereo not drawn)	7	2	0	-5	3	-2	10	-2	4
O=C(CN1C(=O)NC2(CCCC2)C1=O)NCc1ccccc1	0	-9	2	1	3	3	-17	2	-14
CC1CCCCN1C(=O)CSc1nnc(-c2ccco2)n1C (stereo not drawn)	-4	7	1	-4	8	-3	5	-19	3
CCOC(=O)c1c[nH]c(=O)c(Br)c1O	-7	-1	1	-7	8	-1	0	-22	21
COc1ccc2oc(C(=O)OCC(=O)N3CCN(c4ccccc4)CC3)c(C)c2c1	4	18	-5	1	-387	-4	-3	-16	25
COc1nc(NC(C)=O)nc(C)c1Br	0	-4	nt	nt	nt	5	nt	-2	-2

3 of the entries above in order of the PfG6PD inh value, low to high:
mol	PfG6PD inh
O=C(c1ccco1)N1CCN(C(=O)C2CC(c3ccc(F)cc3)=NO2)CC1 (stereo not drawn)	-1
CCOC(=O)c1c[nH]c(=O)c(Br)c1O	0
CC1CCCCN1C(=O)CSc1nnc(-c2ccco2)n1C (stereo not drawn)	5

(continued)
SMILES	SENP7 inh	Apaf1 inhib	SENP1 inh	HKDC1 inhibitor	SENP8 block-1	SENP8 block-2	PfG6PD inh	SENP6 inh	NLRP3 yeast inh
CCN(c1ccccc1)S(=O)(=O)c1ccc(C(=O)N(C)Cc2cccs2)cc1	-17	12	0	-4	1	-2	1	-22	15
C/C(=C\c1ccccc1)CN1CCN(c2ccccc2)CC1	-9	13	-1	-6	24	-9	2	-7	-44
O=C(CCN1C(=O)C2C3C=CC(C3)C2C1=O)NCCc1ccccc1 (stereo not drawn)	12	-6	1	-8	9	-2	2	-19	13
COc1ccc(S(=O)(=O)Nc2ncccc2C)c2ccccc12	1	8	2	-2	-369	2	-2	-1	9
c1ccn2cc(-c3ccc4c(c3)OCO4)cc2c1	0	-5	-5	-7	-443	-1	17	-6	15
COc1cc(CNc2ccccc2SC)cc(OC)c1OC	3	-3	1	-6	-22	-1	15	-10	4
CCOc1ccc(Cn2c(=O)oc3ccccc32)cc1	8	4	-1	-4	22	-9	-12	-16	33
CCN1CCN(C(c2cccs2)C(C)NC(=O)c2c(F)cccc2F)CC1 (stereo not drawn)	-7	-5	0	-14	6	4	-8	-7	3
COc1cc(NC(=O)c2ccc(Cl)cc2Cl)ccc1-c1cc2ccccc2oc1=O	6	3	-44	-3	-267	9	-20	5	0
COc1cc(/C=C/C(=O)OCC(=O)Nc2cc(S(=O)(=O)N3CCCCC3)ccc2C)ccc1O	2	-16	-71	-2	-336	-9	4	-10	11
CN1C(=O)C(CC(N)=O)N(NC(=O)c2ccc(Cl)cc2)C1=S (stereo not drawn)	10	10	2	-1	17	2	-7	11	5
CCc1cccc(C)c1NC(=O)CO/N=C(\N)CC(=O)NC1CCCCC1	-2	6	15	-7	-12	-8	-16	-15	18

Quoted from above, 16 compounds:
SMILES	SENP7 inh	Apaf1 inhib	SENP1 inh	HKDC1 inhibitor	SENP8 block-1	SENP8 block-2	PfG6PD inh	SENP6 inh	NLRP3 yeast inh
O=C(CSc1nncn1-c1ccccc1)NC1CCCCC1	-1	-6	0	1	13	2	-9	-14	6
CCOc1ccccc1C(=O)NC(C(=O)N(C)Cc1ccc2c(c1)OCO2)C(C)C (stereo not drawn)	7	2	0	-5	3	-2	10	-2	4
O=C(CN1C(=O)NC2(CCCC2)C1=O)NCc1ccccc1	0	-9	2	1	3	3	-17	2	-14
CC1CCCCN1C(=O)CSc1nnc(-c2ccco2)n1C (stereo not drawn)	-4	7	1	-4	8	-3	5	-19	3
CCOC(=O)c1c[nH]c(=O)c(Br)c1O	-7	-1	1	-7	8	-1	0	-22	21
COc1ccc2oc(C(=O)OCC(=O)N3CCN(c4ccccc4)CC3)c(C)c2c1	4	18	-5	1	-387	-4	-3	-16	25
COc1nc(NC(C)=O)nc(C)c1Br	0	-4	nt	nt	nt	5	nt	-2	-2
CCN(c1ccccc1)S(=O)(=O)c1ccc(C(=O)N(C)Cc2cccs2)cc1	-17	12	0	-4	1	-2	1	-22	15
C/C(=C\c1ccccc1)CN1CCN(c2ccccc2)CC1	-9	13	-1	-6	24	-9	2	-7	-44
O=C(CCN1C(=O)C2C3C=CC(C3)C2C1=O)NCCc1ccccc1 (stereo not drawn)	12	-6	1	-8	9	-2	2	-19	13
COc1ccc(S(=O)(=O)Nc2ncccc2C)c2ccccc12	1	8	2	-2	-369	2	-2	-1	9
c1ccn2cc(-c3ccc4c(c3)OCO4)cc2c1	0	-5	-5	-7	-443	-1	17	-6	15
COc1cc(CNc2ccccc2SC)cc(OC)c1OC	3	-3	1	-6	-22	-1	15	-10	4
CCOc1ccc(Cn2c(=O)oc3ccccc32)cc1	8	4	-1	-4	22	-9	-12	-16	33
CCN1CCN(C(c2cccs2)C(C)NC(=O)c2c(F)cccc2F)CC1 (stereo not drawn)	-7	-5	0	-14	6	4	-8	-7	3
COc1cc(NC(=O)c2ccc(Cl)cc2Cl)ccc1-c1cc2ccccc2oc1=O	6	3	-44	-3	-267	9	-20	5	0

(further entries)
SMILES	SENP7 inh	Apaf1 inhib	SENP1 inh	HKDC1 inhibitor	SENP8 block-1	SENP8 block-2	PfG6PD inh	SENP6 inh	NLRP3 yeast inh
Clc1ccc(-c2nc3ccccn3c2CN2CCSCC2)cc1	-5	14	2	-7	-400	-8	24	-12	14
Cc1nc(CN2CCN(C(=O)c3ccc(C(C)(C)C)cc3)CC2)cs1	8	11	2	2	18	-1	-20	-2	9
COc1ccc(CCNC(=O)CN(c2cc([N+](=O)[O-])ccc2OC)S(C)(=O)=O)cc1	0	0	1	-12	3	-3	2	-11	2
COc1ccc(NC(=O)C2CCCO2)c(OC)c1 (stereo not drawn)	-2	-7	-2	-5	16	6	4	-8	8
